Wee1 stabilizer = Wee1 degradation inhibitors, primary screen, cell-based, HeLa, Wee1K328M-luciferase, luminescence | Wee1-like protein kinase (Homo sapiens), P30291 | HeLa Luc-Wee1K328M stability; 100% = proteasome inhibitor MG132 effect | reporter increase, % at 5 µM | actives 1.2% (n = 220,000) | AID 1321, 2008;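 active = activation above the mean of all tested compounds plus 3 SD, set per screening run, cut at about 8.8% in these data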;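 also: cells exposed to compound for 20 h before luminescence read; 0% = DMSO alone and 100% = MG132 at 30 µM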
KLK5 inh = human KLK5 protease inhibitors, primary screen, biochemical, 1536-well | inhibition, % at 5 µM | Kallikrein-5 (Homo sapiens), Q9Y337 | AID 873, 2007 | actives 0.59% (n = 210,000) | recombinant hK5, fluorogenic AMC substrate cleavage;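 active = inhibition of 40% or more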;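 also: 0% = enzyme controls without compound and 100% = no-enzyme blanks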
Target sequence (Q9Y337 67-293 limits assumed): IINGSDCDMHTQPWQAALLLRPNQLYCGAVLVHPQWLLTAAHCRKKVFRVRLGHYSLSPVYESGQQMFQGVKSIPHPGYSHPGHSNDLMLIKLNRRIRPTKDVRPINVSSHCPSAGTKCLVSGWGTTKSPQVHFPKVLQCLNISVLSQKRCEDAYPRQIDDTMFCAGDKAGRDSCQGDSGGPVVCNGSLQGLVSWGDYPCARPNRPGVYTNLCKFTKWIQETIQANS
Runt-SMMHC FRET = inhibitors of RUNX1 Runt–CBFb-SMMHC binding, primary screen, biochemical, FRET, Cerulean-Runt, Venus-CBFb-SMMHC, uHTS | Runt-related transcription factor 1 (Homo sapiens) + Core-binding factor subunit beta … | Cerulean-Runt/Venus-CBFb-SMMHC FRET ratio 530/480, 1 h | inhibition, % at 20 µM | actives 0.74% (n = 220,000) | AID 1434, 2008;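 active = mean inhibition across duplicate retests at 20 µM reaching about 50%, limit read from the data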;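 also: 0% = DMSO wells and 100% = wells with excess untagged CBFb-SMMHC; inhibitors lower the FRET ratio by blocking Runt binding to CBFb-SMMHC; some results filed as inactive read as strong as hits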
14-3-3 Bad PPI = inhibitors of 14-3-3 zeta/Bad binding, primary screen, biochemical, TR-FRET, bovine 14-3-3 zeta. 14-3-3 protein zeta/delta (Bos taurus), P63103. TR-FRET 14-3-3zeta/Dy647-pBad peptide displacement, 1 h. inhibition, % at 21.7 µM. actives 0.71% (n = 220,000). AID 781, 2007;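 active = inhibition above about 70%, limit read from the data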;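 also: 0% = full 14-3-3 plus peptide FRET controls and 100% = background without 14-3-3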
Target sequence (P63103 whole entry, looked up): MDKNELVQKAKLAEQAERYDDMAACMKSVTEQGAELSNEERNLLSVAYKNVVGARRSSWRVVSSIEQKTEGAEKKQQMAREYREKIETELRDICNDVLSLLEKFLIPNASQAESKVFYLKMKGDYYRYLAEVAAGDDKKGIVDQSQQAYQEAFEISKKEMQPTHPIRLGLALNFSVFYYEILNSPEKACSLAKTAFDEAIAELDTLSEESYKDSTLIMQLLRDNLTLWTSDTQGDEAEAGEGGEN
Runt-CBFb FRET = inhibitors of RUNX1 Runt–CBFb binding, primary screen, biochemical, FRET, Cerulean-Runt, Venus-CBFb, uHTS. Cerulean-Runt/Venus-CBFb FRET ratio 530/480, 1 h. inhibition, % at 20 µM. Runt-related transcription factor 1 (Homo sapiens) + Core-binding factor subunit beta …. actives 0.46% (n = 220,000);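 active = inhibition over about 50% at 20 µM in the single-dose screen, limit read from the data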;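 also: 0% = DMSO wells and 100% = excess unlabeled CBFb competitor control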
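Measured by: fluorescence energy transfer, 422 nm excitation, 530/480 nm emission; Assay system: Cerulean-Runt domain; Medium: Tris pH 7.5 buffer with BSA; Measure: loss of energy transfer signal; Controls: 5 µM unlabeled CBFb as full-inhibition high control; Incubation: protein complex preformed 1 h, compound exposure 1 h, room temperature, dark.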
FXIa inh 1536 = human FXIa protease inhibitors, primary screen, biochemical, 1536-well; inhibition, % at 5 µM; AID 798, 2007; actives 0.14% (n = 220,000); purified FXIa, Boc-Glu-Ala-Arg-AMC fluorogenic substrate;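 active = inhibition of at least 40%; inactive = inhibition below 40%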;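 also: fluorescence of freed AMC excited at 355 nm; 0% = enzyme without compound and 100% = no enzyme blank; many of its hits are not listed in these tables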
Hck-Nef inh = inhibitors of Nef-activated human Hck kinase, primary screen, biochemical, Z-Lyte FRET, 384-well, Hck-YEEI | Recombinant Hck-YEEI plus Nef, Z-Lyte FRET kinase assay | inhibition, % at 20 µM | actives 0.68% (n = 220,000) | AID 463187, 2010;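 active = Hck-Nef kinase inhibition above about 50%, limit read from the data; inactive = inhibition below that limit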;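 also: 0% = DMSO with Hck plus Nef and 100% = Hck alone without Nef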
Target sequence (P08631 whole entry, looked up): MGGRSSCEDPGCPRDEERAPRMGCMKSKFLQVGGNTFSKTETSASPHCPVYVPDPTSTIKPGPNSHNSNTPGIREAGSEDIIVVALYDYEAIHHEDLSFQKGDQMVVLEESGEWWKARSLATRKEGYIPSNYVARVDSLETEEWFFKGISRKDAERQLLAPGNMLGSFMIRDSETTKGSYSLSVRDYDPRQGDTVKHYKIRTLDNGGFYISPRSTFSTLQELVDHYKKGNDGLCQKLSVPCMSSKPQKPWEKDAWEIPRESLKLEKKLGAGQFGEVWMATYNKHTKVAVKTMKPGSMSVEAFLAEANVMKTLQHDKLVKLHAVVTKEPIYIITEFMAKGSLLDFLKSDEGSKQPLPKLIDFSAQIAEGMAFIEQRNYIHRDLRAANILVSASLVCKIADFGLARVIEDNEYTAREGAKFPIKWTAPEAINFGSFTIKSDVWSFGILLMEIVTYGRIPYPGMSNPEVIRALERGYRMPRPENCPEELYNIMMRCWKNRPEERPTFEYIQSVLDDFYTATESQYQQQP
Thrombin inh = human alpha-thrombin inhibitors, primary screen, counter-screen for coagulation protease inhibitor project, biochemical, 1536-well, fluorogenic AMC substrate; actives 0.26% (n = 220,000); inhibition, % at 5 µM; Boc-VPR-AMC fluorogenic substrate cleavage;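 active = inhibition at or above 40%; inactive = inhibition below 40%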;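 also: 0% = enzyme with no compound and 100% = wells without enzyme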
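Material: human alpha-thrombin protein; Also added: Boc-VPR-AMC substrate, 15 µM final; Timing: enzyme reaction carried out at room temperature; Signal: fluorescence, ex 355 nm, em 460 nm; Measure: % inhibition of thrombin; Controls: enzyme without compound as high, wells lacking enzyme as low.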
FXIIa inh = human FXIIa protease inhibitors, primary screen, biochemical, 1536-well | inhibition, % at 5 µM | AID 800, 2007 | purified FXIIa, Boc-QGR-AMC fluorogenic substrate, 2 h | Coagulation factor XII (Homo sapiens), P00748 | actives 0.3% (n = 220,000); in the data active = inhibition above about 40%;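 also: 0% = enzyme with no compound and 100% = blank without enzyme; many of its hits are not listed in these tables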
* = called active by the depositor; x = no result given; [ ] = dose if it differs, or a comment.

SMILES	Wee1 stabilizer	KLK5 inh	Runt-SMMHC FRET	14-3-3 Bad PPI	Runt-CBFb FRET	FXIa inh 1536	Hck-Nef inh	Thrombin inh	FXIIa inh
O=C(NCc1n[nH]c(=S)n1-c1ccc(Cl)c(Cl)c1)c1cccs1	-2	-1	83	-27	9	-3	31	4	7
COc1ccc(N(CC(=O)Nc2ccccc2C)S(=O)(=O)c2ccccc2[N+](=O)[O-])c(OC)c1	-1	0	x	-1	x	3	21	1	8
COc1ccc(S(=O)(=O)N/N=C\c2ccc(OC)c(COc3ccc(C)cc3[N+](=O)[O-])c2)cc1	4	-3	1	5	0	10	6	2	17
CCOC(=O)C1CCCN(C(=O)Cc2c(F)cccc2Cl)C1 (stereo not drawn)	-1	-5	-5	14	-1	-2	6	-9	7
COc1cccc(-n2ccnc2SCC(=O)Nc2ccccc2)c1	-2	-9	1	-13	0	-13	2	-6	0
O=C(COc1ccc2ccccc2c1)NCC(=O)N/N=C/c1ccco1	3	-27	-2	-3	9	-6	-21	3	19
CCCCOCC1CN(c2ccccc2)C(=O)CS1 (stereo not drawn)	-3	1	-3	42	-2	-8	3	-5	-3
Clc1cccc(N/N=C(\Cc2nc3ccccc3[nH]2)c2ccccc2)c1	-4	-7	3	-1	1	6	3	0	2
COc1ccc(NC(=O)C2CC(=O)N(C(C)C)C2)cc1 (stereo not drawn)	7	7	2	6[fluorescence artefact?]	1	-2	0	1	-3
CCOc1ccccc1N1CCN(S(=O)(=O)c2ccc(Cl)s2)CC1	5	1	0	-3	2	13	1	-5	4
CC(C)(C)C(=O)NC1=NN(c2c(Cl)cc(Cl)cc2Cl)C(=O)C1	-3	0	-2	-7	-1	-3	20	-12	1
Clc1ccccc1Cn1nc(-c2ccccc2)nc1-c1ccccc1	-1	-9	-2	-1	-2	2	-1	-7	13
O=C(NCCC1=CCCCC1)C(=O)NCc1ccccc1Cl	-3	-7	3	-3	4	-6	2	-3	5
CNS(=O)(=O)c1cc(N)ccc1C	1	-4	-2	-8	1	-3	20	-8	1
Cc1ccc(CNC(=O)c2cc3c(C)nc4ccccc4c3o2)cc1	-1	-15	-2	26[fluorescence artefact?]	0	-7	11	-5	0
CCOC(=O)c1ccc(NC(=O)c2ccc(CO)c(C(=O)NC3CCN(C(=O)OCC)CC3)c2)cc1	1	3	-1	2	-1	5	1	3	18
O=S(=O)(NCCSc1ccccn1)c1ccc(Cl)cc1	-1	-9	4	-3[fluorescence artefact?]	-2	5	4	-7	5
COc1cc2c(cc1OC)CN(Cc1cc(OC)c(O)c(OC)c1)CC2	3	-2	6	-5	4	3	25	-1	9
O=C(CSc1nnc(-c2ccc(Br)cc2)o1)N1CCN(C(=O)c2ccco2)CC1	4	-12	4	2[fluorescence artefact?]	-3	5	2	0	2
COC(=O)c1cc2c(N)c(C(=O)c3ccccc3)sc2nc1C(OC)OC	1	30	-41	0	-7	-6	-55	21	11
Cc1cc(N2CCN(C(c3ccccc3)c3ccc(Cl)cc3)CC2)n2ncnc2n1 (stereo not drawn)	12*	-8	0	6	-7	6	-4	4	12
O=C(Nc1nc(-c2ccc(F)cc2)cs1)c1cccnc1	2	1	-2	-4	-1	4	26	-3	2
COc1ccc(CCNC(=O)CN2C(=O)C3(OCCCO3)c3ccccc32)cc1OC	-4	-12	0	-7	2	3	1	4	10
C#CC[N+](CC)(CC)CC#Cc1ccccc1	-1	0	-6	2	1	1	10	-10	4
CCCCN(C)CCNC(=O)c1ccc2c(c1)NC(=O)C(N1CCCCC1)S2 (stereo not drawn)	0	-7	1	x	0	-16	0	-3	-16
CCCCCCCNC(=O)C1CC(=O)N(C)C(=Nc2ccc(OC)cc2)S1 (stereo not drawn)	0	-9	-10	-2[fluorescence artefact?]	-8	-2	1	-3	-3
CCCN1C(=O)CC(C(=O)OC)=C1C	2	2	-3	-7	1	3	0	1	8
C=CCNC(=O)c1nn2cccnc2c1Cl	-1	-18	-3	1	-1	-5	1	-10	0
CC1=NN(C(N)=S)C(=O)C1N=Nc1ccccc1 (stereo not drawn)	3	-10	-7	-15	-1	-11	16	0	2
O=C(/C=C/c1cccs1)NC(=S)NNC(=O)Cc1cccs1	-2	-79	7	-3	2	5	-5	3	12
O=C(NCCCn1ccnc1)c1cc(-c2ccncc2)nc2ccccc12	-2	-1	-1	-3	-1	-1	15	-2	6
CCOC(=O)N1CCN(Cc2nc(-c3ccccc3)no2)CC1	1	1	1	-7	0	10	6	3	23
Cc1ccc(S(=O)(=O)N2CC(O)CC2C(=O)OCC(=O)c2ccccc2Cl)cc1C (stereo not drawn)	0	-18	0	-2	-2	8	1	-8	5
O=C(Nc1ccccc1)c1cc2n(n1)C(C(F)(F)F)CC(C1CC1)N2 (stereo not drawn)	1	28	3	5	0	38	15	10	33
CCOc1ccccc1CNC(=O)C1CCN(C(=O)c2sccc2-n2cccc2)CC1	0	-7	-7	-12[fluorescence artefact?]	0	-6	1	-2	3
CCCc1[nH]nc2c1C(c1ccsc1)C(C#N)=C(N)O2 (stereo not drawn)	1	-4	-3	-12	0	-5	-10	-5	3
COc1ccc(NC(=O)CCN2CCN(S(=O)(=O)c3ccc(C(C)C)cc3)CC2)cc1	1	-2	-3	x	-1	3	-16	-2	8
COc1ccc(-c2nnc(SCc3csc(N)n3)n2C)cc1	0	-2	-3	12	7	-4	2	-7	5
Cc1nc(NC(=O)c2csc3ccccc23)sc1C	2	11	0	9	0	8	0	-4	11
COc1cccc(N(CC(=O)N2CCN(C)CC2)S(=O)(=O)c2ccc(C)cc2)c1	-2	-12	0	6	-2	6	-1	1	13
O=C(Cn1c(NCCO)nc2ccccc21)c1ccc(Cl)cc1	7	-13	-1	-9	-3	-2	2	1	10
COc1cccc(C(=O)N(Cc2nc(-c3cccc(C)c3)no2)C(C)C)c1OC	1	-12	0	2	-4	-7	6	-4	7
COC(=O)c1ccc(Cn2nnc3ccccc32)cc1	2	-2	-1	-5	3	-2	18	-3	5
CC(C)(C)C(=O)Nc1ccccc1C(=O)Nc1ccccn1	4	-8	3	-1	0	-2	5	0	9
CCOC(=O)c1oc2cc(O)c(CC)cc2c(=O)c1-c1cscn1	2	0	0	-18	0	0	22	0	6
O=C(NCCNS(=O)(=O)c1cccc(C(F)(F)F)c1)c1cc(OCC(F)(F)F)ccc1OCC(F)(F)F	-2	-2	-1	2	-1	1	2	-5	8
CCn1c(CNc2ccc(Cl)cc2)nnc1SCCN1CCCCC1	0	-3	8	-6	-2	6	7	2	17
CC(C)CNC1=CC(=O)CC(c2ccco2)C1 (stereo not drawn)	2	-17	-4	-7	11	1	3	1	18
Cn1c(C(=O)NCCN2CCN(Cc3ccccc3)CC2)cc2c(=O)n(C)c3ccccc3c21	x	3	-5	1	-2	7	20	5	10
CCN(Cc1nc2ccccc2c(=O)[nH]1)Cc1cc(=O)oc2cc(OC)ccc12	0	11	4	6	2	10	2	14	16
Cc1nc2scc(-c3ccc(Cl)cc3)c2c(=O)o1	2	6	0	4	1	11	-2	1	22
COc1ccc(N2C(=O)C(CC(=O)Nc3ccccc3)N(Cc3ccccn3)C2=S)cc1 (stereo not drawn)	9.1*	-8	4	-7	1	3	25	-10	11
C/C(CC(=O)Nc1cccc(F)c1)=N\NC(=O)C(=O)NC1CCCCC1	4	-5	6	2	0	8	5	-1	8
CCOCCCNC(=S)N1CCCN(c2nc3cc(C)c(C)cc3cc2C#N)CC1	2	-1	52*	-15	20	-1	22	3	6
CCN(CC)c1ccc(NC(=O)Cn2nnc(-c3cccc(OC)c3OC)n2)c(C)c1	1	-11	7	-8	5	-3	2	1	17
CC1CC(NC(=O)Cc2ccc(Br)cc2)CC(C)(C)C1 (stereo not drawn)	-2	-6	6	-7[fluorescence artefact?]	-3	-6	8	-8	-3
CNC(=O)c1ccccc1NC(=O)c1ccc(C)c(S(=O)(=O)N2CCCCC2)c1	3	17	-3	5	-1	2	0	-1	1
COc1cc(N(C)C)c([N+](=O)[O-])cc1C(=O)NC(C)CNc1ccc([N+](=O)[O-])cc1Cl (stereo not drawn)	-1	-3	2	-3	2	2	2	0	13
Cc1cc(N/N=C/c2ccccc2F)c2ccccc2n1	-2	-19	-2	-6	x	-4	-12	2	7
CCOc1ccc(C(=O)Nc2cccc(-c3ccc4nncn4n3)c2)cc1	-4	-21	0	1	-5	-5	16	0	7
Continued.
SMILES	Wee1 stabilizer	KLK5 inh	Runt-SMMHC FRET	14-3-3 Bad PPI	Runt-CBFb FRET	FXIa inh 1536	Hck-Nef inh	Thrombin inh	FXIIa inh
COC(=O)c1cccc(NC(=O)CCSc2ccc(Cl)cc2)c1C	2	-14	0	-4[fluorescence artefact?]	-1	1	0	-3	11
COCCn1c(SC(C(=O)Nc2cc(C)ccc2OC)c2ccccc2)nnc1-c1ccc(Cl)cc1 (stereo not drawn)	1	-14	4	7	-3	6	8	-2	6
COc1cccc(C2CC(C(F)(F)F)n3ncc(C(=O)Nc4c(C)n(C)n(-c5ccccc5)c4=O)c3N2)c1 (stereo not drawn)	-1	2	0	-1[fluorescence artefact?]	-1	6	0	-1	11
CC1=C(C(=O)Nc2ccccc2C)C(c2cccnc2)n2nc(CCCO)nc2N1 (stereo not drawn)	1	2	-1	-1	0	15	-2	7	22
O=C(CN1CCN(Cc2ccc(F)cc2Cl)C1=O)NCCCN1CCOCC1	-2	-4	-1	8	0	11	15	1	13
Cc1ccc(NC(=S)NC(NC(=O)N(C)C)C(Cl)(Cl)Cl)cc1 (stereo not drawn)	1	-19	0	-19[fluorescence artefact?]	15	1	4	-3	5
O=c1oc2c(CN3CCOCC3)c(O)ccc2c2c1CCC2	1	-291	54*	x	21	-28	85*	-24	-44
COCc1nnc(NC(=O)c2cc(C(=O)OC)cc([N+](=O)[O-])c2)s1	2	-6	2	-27	-2	6	1	4	12

Printed as active in Hck-Nef inh (from the list above):
compound,Wee1 stabilizer,KLK5 inh,Runt-SMMHC FRET,14-3-3 Bad PPI,Runt-CBFb FRET,FXIa inh 1536,Hck-Nef inh,FXIIa inh
O=c1oc2c(CN3CCOCC3)c(O)ccc2c2c1CCC2,1,-291,54*,x,21,-28,85*,-44

Screens as filed in PubChem.

Random draw from the library; overall some 4.2% were active at least once.
